WRN inhibitor – qHTS for Inhibitors of WRN Helicase; WRN helicase unwinding, fluorescent forked duplex, kinetic; Potency, µM (series often up to 114 µM), without a hit: at the top dose activity change, negative = inhibition, most hits filed as inhibitors; hit rate 0.46% among 360,000; AID 651768, 2012; further: potency means the concentration at half of the fitted maximal effect; on the % scale 0 is the no-effect control and ±100 the full control effect; nearly all actives have a fitted effect of over 55% in size
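WRN at 20 nM final preincubated with compound 15 min at room temperature; reaction started with 100 nM fluorophore/quencher forked duplex oligonucleotide and 2 mM ATP final. Unwinding followed kinetically by red fluorescence (ex 525, em 598 nm).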
DRD3 antagonist – qHTS of D3 Dopamine Receptor Antagonist: qHTS; hit rate 2.5% among 360,000; D(3) dopamine receptor (Homo sapiens), P35462; D3R cells, DiscoveRx beta-arrestin luminescence, antagonist mode; active compounds read low; max response, negative = inhibition, %; in the data active means max response below about -50%; inconclusive means no clear call, values can overlap the other calls; further: on the % scale 0 is the no-effect control and ±100 the full control effect; mostly tested at two doses, the higher about 12 µM
Target sequence (P35462 whole entry, looked up): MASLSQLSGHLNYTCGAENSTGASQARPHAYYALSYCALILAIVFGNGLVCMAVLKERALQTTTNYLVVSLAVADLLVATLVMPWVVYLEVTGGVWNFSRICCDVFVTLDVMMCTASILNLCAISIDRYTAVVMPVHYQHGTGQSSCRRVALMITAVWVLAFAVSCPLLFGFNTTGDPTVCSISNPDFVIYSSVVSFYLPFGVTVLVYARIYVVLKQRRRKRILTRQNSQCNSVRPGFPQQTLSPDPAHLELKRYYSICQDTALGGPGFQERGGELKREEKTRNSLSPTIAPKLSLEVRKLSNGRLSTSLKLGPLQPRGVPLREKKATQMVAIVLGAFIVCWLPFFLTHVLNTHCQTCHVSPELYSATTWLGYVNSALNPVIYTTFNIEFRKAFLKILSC
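Cells plated overnight at 1500 cells/well, then exposed to library compounds with dopamine controls for 90 minutes at 37 degrees C. DiscoveRx reagent added for 30–60 minutes at room temperature; luminescence read, quantitative HTS format.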
GLP1R cytotox – qHTS of GLP-1 Receptor Inverse Agonists: Cytotox Screen. HEK293 cAMP-luciferase reporter cells, luminescence, 24 h. Potency, µM (top dose mostly 38.3 µM), for inactives: at the top dose activity change, negative = inhibition, hits mostly inhibitors. hit rate 0.13% among 410,000;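 further: loss of luciferase light is scored as toxicity; potency means the concentration at half of the fitted maximal effect; on the % scale 0 is the no-effect control and ±100 the full control effect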
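1536-well qHTS counterscreen of the MLSMR; 200 cells/uL, 12 h pre-incubation, 23 nL cpd, 24 h at 37 deg C 5% CO2, luciferase detection reagent, 12 min RT, luminescence. Inhibition = undesired.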
IL2 activator – qHTS of IL-2 Activators; IL-2 activation reporter assay, cell-based qHTS; stimulated with anti-CD3/CD4/CD28 beads; in transgenic mouse T cells; activation, % (series mostly up to about 46 µM); hit rate 0.065% among 360,000; in the data active means activation above about 50%; inconclusive means mostly about 30% to 49%; further: 0% is about no effect
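Using fluorescent plate cytometry, EGFP and DsRed are detected in transgenic mouse T cells stimulated 18 h at 37 degrees C with antibody-coated beads after 60 min compound pretreatment.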
PI5P4K alpha inh – qHTS for Inhibitors of phosphatidylinositol 5-phosphate 4-kinase (PI5P4K) | PI5P4Kalpha enzyme, ADP-Glo luminescence, 60 min; active compounds read low | max response, % | hit rate 1.2% among 330,000 | AID 652105, 2013; active means max response of -50% or lower; inconclusive means between -30% and -50%; inactive means -30% or higher; further: value at the top dose of about 77 µM; on the % scale 0 is the no-effect control and ±100 the full control effect
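Luminescence from ADP-Glo served as readout of PI5P4Kalpha activity in a qHTS format. Reaction: enzyme, substrate, compound, ATP at 5 microM final, 60 min at RT.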
PLK1 PBD inh – qHTS for Inhibitors of PLK1-PDB (polo-like kinase 1 - polo-box domain): Primary Screen; Serine/threonine-protein kinase PLK1 (Homo sapiens), P53350; Plk1 PBD binding of FITC phosphopeptide, fluorescence polarization; Potency, µM, for the others: max response, negative = inhibition, hits mostly inhibitors; hit rate 2.8% among 360,000; AID 720504, 2013; further: potency means the concentration at half of the fitted maximal effect; series mostly up to about 57 µM; on the % scale 0 is the no-effect control and ±100 the full control effect; nearly all actives have a fitted effect of over 65% in size
Target sequence (P53350 whole entry, looked up, the tested form may be a part): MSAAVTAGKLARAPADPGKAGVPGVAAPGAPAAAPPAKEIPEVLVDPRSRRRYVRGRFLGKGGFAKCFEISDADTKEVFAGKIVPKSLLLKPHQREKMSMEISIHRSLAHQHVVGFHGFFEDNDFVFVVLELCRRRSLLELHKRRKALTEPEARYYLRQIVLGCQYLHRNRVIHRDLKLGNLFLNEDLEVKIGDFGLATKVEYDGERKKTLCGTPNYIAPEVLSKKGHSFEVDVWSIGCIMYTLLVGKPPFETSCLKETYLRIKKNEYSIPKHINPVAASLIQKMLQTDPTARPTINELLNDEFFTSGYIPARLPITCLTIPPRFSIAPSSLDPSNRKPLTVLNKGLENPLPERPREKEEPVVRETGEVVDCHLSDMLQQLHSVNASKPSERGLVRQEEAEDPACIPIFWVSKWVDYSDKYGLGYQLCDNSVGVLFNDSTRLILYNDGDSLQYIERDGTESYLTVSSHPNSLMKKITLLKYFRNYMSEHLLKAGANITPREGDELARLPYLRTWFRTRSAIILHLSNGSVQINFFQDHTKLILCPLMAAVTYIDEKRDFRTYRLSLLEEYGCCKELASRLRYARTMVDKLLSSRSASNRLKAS
D3 ag – qHTS of D3 Dopamine Receptor Agonist: qHTS; D(3) dopamine receptor (Homo sapiens), P35462; D3R DiscoveRx beta-arrestin cells, luminescence, 90 min; max activation, %; hit rate 0.58% among 410,000; in the data active means max activation above about 30%; further: 0% is about no effect; mostly tested at two doses, the higher about 12 µM
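Cells at 1500/well, incubated overnight, then treated with pinned compounds (dopamine as control) for 90 min at 37 degrees C. DiscoveRx reagent added for 30 - 60 minutes at room temperature; luminescence read.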
GLP1R inv ag – qHTS of GLP-1 Receptor Inverse Agonists (Inhibition Mode) | AID 624417, 2012 | hit rate 1.6% among 410,000 | Potency, µM (top dose mostly 38.3 µM), inactives show top-dose activity change, negative = inhibition, most hits filed as inhibitors | HEK293 GLP-1R CRE-luciferase, luminescence, 24 h; GLP-1R form is constitutively active; further: potency means the concentration at half of the fitted maximal effect; on the % scale 0 is the no-effect control and ±100 the full control effect; nearly all actives have a fitted effect of over 55% in size
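qHTS in 1536-well format: reporter HEK293 cells expressing constitutive GLP-1R activity in DMEM + 10% Nu serum, 24 hr with compounds at 37 deg C, luminescence read after 12 min with detection reagent.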
GLP1R ag – qHTS of GLP-1 Receptor Agonists; Glucagon-like peptide 1 receptor (Homo sapiens), P43220; HEK293 GLP-1R CRE-luciferase, luminescence, 4-6 h; cells express a hypersensitive GLP-1R form; Potency, µM (titrated, usually from 45.6 µM), inactives show at the top dose activation, hits mostly activators; hit rate 0.007% among 380,000; AID 624172, 2012; further: potency means the concentration at half of the fitted maximal effect; % of control where 0% means no effect
Numbers without * were called inactive; ? = inconclusive; . = no result given; & = joins results of further samples; [ ] = dose if it differs, or a comment. Unless noted, the call rests on the fitted dose curve; in most records, active means well fitted curve in the direction sought with a large enough effect; inconclusive means small, poorly fitted or top-dose-only effect, or another doubt; inactive means no such curve, though single readings can be large; an effect the other way counts as inactive or inconclusive.

Start of the listing, in advance, 3 compounds:
SMILES	WRN inhibitor	DRD3 antagonist	GLP1R cytotox	IL2 activator	PI5P4K alpha inh	PLK1 PBD inh	D3 ag	GLP1R inv ag	GLP1R ag
COCCN(C(=S)Nc1ccccc1C)C(C)c1cccs1 (centres undefined)	-4%	-23	-17%	-2.9	8	-9%	-4	?	6%
O=C(OCC(=O)c1ccc[nH]1)C1=COCCO1	-9%	-15	9%	1.5	?	-8%	-3	15%	-7%
Cc1ccc(S(=O)(=O)N2CCCCC2)cc1NC(=O)COC(=O)Cc1c(F)cccc1Cl	0%	-1	14%	-0.4	7	-6%	-7	-12%	-5%

Main list, from the first entry:
SMILES	WRN inhibitor	DRD3 antagonist	GLP1R cytotox	IL2 activator	PI5P4K alpha inh	PLK1 PBD inh	D3 ag	GLP1R inv ag	GLP1R ag
COCCN(C(=S)Nc1ccccc1C)C(C)c1cccs1 (centres undefined)	-4%	-23	-17%	-2.9	8	-9%	-4	?	6%
O=C(OCC(=O)c1ccc[nH]1)C1=COCCO1	-9%	-15	9%	1.5	?	-8%	-3	15%	-7%
Cc1ccc(S(=O)(=O)N2CCCCC2)cc1NC(=O)COC(=O)Cc1c(F)cccc1Cl	0%	-1	14%	-0.4	7	-6%	-7	-12%	-5%
O=C(OC1CCOC1=O)c1cncc(Br)c1 (centres undefined)	9%	14	1%	-3.3	1	-6%	-2	4%	-14%
CC1(C)CC(=O)C2=C(C1)OC1=C(C(=O)CC(C)(C)C1)C2c1ccc(O)c([N+](=O)[O-])c1	-5%	0	-19%	0.5	7	-3%	0	0%	11%
Cc1ccc(NC(=O)C(C)Sc2nnc(C)n2CC2CCCO2)cc1 (centres undefined)	-2%	0	-5%	-0.6	-1	-12%	5	1%	3%
C/C(=N\NC(=O)Cn1ccc(C(F)(F)F)n1)c1ccc2c(c1)OCO2	7%	11	4%	-4.1	-20	-8%	0	2%	7%
Cc1cccc(Oc2ncnc3onc(C)c23)c1C	?	-2	5%	-0.1	1	-11%	-10	21%	2%
C[N+]1(CCCOC(=O)C2(c3ccccc3)CCCC2)CCOCC1	-22%	-16	1%	-3.8	1	-6%	-7	0%	-1%
CCN1CCN(C(=S)NCC2CCCO2)CC1 (centres undefined)	10%	1	-16%	0.1	-1	-6%	0	4%	?
O=C(CCCn1c(=O)c2sccc2n(Cc2ccc(F)cc2)c1=O)NCc1ccco1	-15%	-20	-12%	5.3	.	-3%	2	0%	3%
Cc1ccc(C)c(OCCC(=O)NNC(=O)Cn2nc(C)cc2C)c1	5%	-5	18%	-2.7	7	-3%	-3	-6%	-2%
O=S(=O)(Nc1ccccc1)c1ccc(-c2csnn2)cc1	-5%	4	?	-1.5	3	0%	13	-25%	4%
COC(=O)C1CC23C=CCN4CCC5(c6ccccc6NC15C2C)C43 (centres undefined)	9%	4	-17%	-1.7	-1	-24%	-9	?	10%
O=C(Cn1sc2ccccc2c1=O)Nc1ccc(F)cc1	-1%	-78*	-1%	-3.2	-91*	3µM*	-17	?	-5%
O=C(NCc1ccccc1)C1CCCN(S(=O)(=O)c2cccs2)C1 (centres undefined)	3%	-8	5%	-1.0	.	-7%	-7	1%	-2%
Cc1ccc(NNC(=O)CCc2ccccc2)c(C)c1	3%	6	?	-0.6	0	5%	0	?	8%
COc1ccc(C)cc1N(CC(=O)NC1CCCC1)C(=O)Cn1nnc(-c2ccc(C)o2)n1	-2%	-1	-12%	-3.3	5	-10%	-17	-15%	11%
O=C(O)CSc1cc(NS(=O)(=O)c2ccc(Br)cc2)c2ccccc2c1O	50µM*	-14	-2%	-2.7	?	4.7µM*	-2	?	6%
O=C1C2CCCCN2C(=O)N1CCN1CCN(c2ccc(F)cc2)CC1 (centres undefined)	0%[57.1 µM]	15	5%	-1.9	1	3%	-14	0%	-2%
Cc1ccc(CN2CCCCC2C(=O)Nc2ccc(Oc3cccnc3)cc2)o1 (centres undefined)	3%	-9	-11%	-0.3	3	-6%	4	?	24%
CC1(C(=O)NS(=O)(=O)c2cccc(OC(F)F)c2)CCN1C(=O)Cc1cccs1 (centres undefined)	3%[57.1 µM]	8	0%	-0.1	4	3%	1	13%	-1%
COc1cc(C2N=C(c3ccccc3)NO2)cc(Br)c1O (centres undefined)	-15%	1	-1%	0.2	0	-3%	7	9%	4%
Cc1ccc(NC(=O)CSc2nnc(C)c(=O)[nH]2)cc1C	4%	2	17%	2.9	-2	-5%	2	2%	0%
CC(O)(c1ccccc1)c1nc(-c2cccc(C(F)(F)F)c2)cs1 (centres undefined)	-8%	3	5%	-0.2	38	-2%	0	?	0%
S=C(NCCc1ccccc1)NC1CC1	-31%[57.1 µM]	-8	-20%	-2.6	-6	-9%	-2	21%	9%
CCN(c1nc(C)cc(OC)n1)S(=O)(=O)c1ccccc1	2%	11	-3%	-1.4	0	-1%	4	10%	8%
CCc1ccc(OCC(=O)NNC(=O)Cc2ccc(S(=O)(=O)N3CCOCC3)s2)cc1	-2%	6	-8%	-1.0	4	2%	2	-5%	-5%
CCCCCn1nc(C(=O)OCC(=O)c2c(N)n(C)c(=O)n(C)c2=O)c2ccccc2c1=O	-9%	69	-8%	-2.9	1	-7%	17	35%[activator]	19%
Cc1cc(NC(=O)COC(=O)c2c(C)c(C)c(C)c(C)c2C)no1	-9%	8	-24%	-0.6	2	-1%	8	-27%	-5%
Cn1cc(Br)c(NC(=O)/C=C/C(=O)O)n1	-3%	0	0%	0.2	2	-12%	0	10%	-8%
Cc1nc(COc2cc3oc(=O)cc(C)c3cc2Cl)cs1	7%	3	-16%	0.0	3	-5%	11	4%	8%
Cc1ccc(C(=O)N/C(=C\c2cccnc2)C(=O)N2CCCC2)cc1	28%[57.1 µM]	-9	-2%	4.9	0	-8%	-8	8%	0%
CN(C)S(=O)(=O)c1ccc(C(=O)Nc2ccccc2C(=O)NCCCN2CCOCC2)cc1	-12%	-16	7%	-0.2	4	-10%	1	19%	-5%
Cc1ccc(C(=O)Nc2cnc3ccccn3c2=O)cc1	0%	6	1%&-2%	0.4	.	3%	8&-1	-7%&0%	-20%
COc1ccc(S(=O)(=O)N2CCCCCC2)cc1NC(=O)CCNC(=O)c1ccc(Cl)cc1	12%	?	-19%	-2.3	1	-28%	-5	?	8%
CCC(=O)Nc1c(-c2ccc3ccccc3c2)nc2ccccn12	-5%[57.1 µM]	3	1%	1.4	4	0%	23	-16%	-4%
CC(C)C1NC(=S)N(Cc2ccccc2)C1=O (centres undefined)	10%	2	0%	-1.0	.	-2%	-3	2%	0%
CCN(CC)C(=O)c1ccc(Nc2nnc(-c3ccc(O)cc3)c3ccccc23)cc1	1%	-19	-29%	0.5	-5	0%	-13	-11%	-1%
O=C(NC1CCN(Cc2ccccc2)CC1)c1ccc(Cn2c(=O)c3ccccc3n(Cc3ccc(Cl)cc3)c2=O)cc1	.	.	3%	.	.	.	-10	-7%	1%
COc1ccc(-n2c(SCC(=O)NCC3CCCO3)nc3c(c2=O)SCC3)cc1 (centres undefined)	-36%	-13	15%	-1.8	-7	-8%	-6	17%	-11%
O=C(CSc1nc2cc(Cl)ccc2o1)NC1CC1	-2%	-4	1%	-1.0	5	-9%	8	-1%	6%
CCn1cc(Cl)c(C(=O)NNC(=O)CCn2nc(C)c([N+](=O)[O-])c2C)n1	3%	8	-17%	-1.2	-4	1%	1	5%	-5%
CCOc1ccc(N(CC(=O)NCc2ccccc2)C(=O)Cn2nnc(-c3ccc(C)o3)n2)cc1	-1%[57.1 µM]	-14	-6%	1.0	4	-5%	6	?	15%
Fc1cccc(CCN2C(=S)NC[C@@H]2CC2CCCCC2)c1	-3%	0	?	-0.5	2	-6%	-19	?	8%
O=C(c1ccc(N2CCN(C(=O)c3ccccc3Br)CC2)cc1)c1cccc(F)c1	-3%	89	-5%	-3.3	6	6%	5	?	-1%
CC(CNC(=O)c1cc(COc2ccc3ncccc3c2)on1)c1ccccc1 (centres undefined)	-29%	10	-7%	-2.5	-1	-2%	27	?	2%
COc1ccc2[nH]cc(/C=C/c3cc[n+](C)cc3)c2c1	-15%	-12	-29%	6.6	-1	-22%	-10	-22%	-5%
COc1ccc(NC(=S)N(CCN(C)C)Cc2cccs2)cc1	-4%	1	-11%	-2.7	2	-3%	-8	?	5%
CCOC(=O)N1C(=O)[C@@](c2ccc(Cl)cc2)(C(C)C)N1C(=O)OCC	-20%	-51*	?	-0.5	-7	?	-25	?	-4%
More compounds follow:
SMILES	WRN inhibitor	DRD3 antagonist	GLP1R cytotox	IL2 activator	PI5P4K alpha inh	PLK1 PBD inh	D3 ag	GLP1R inv ag	GLP1R ag
CN(Cc1ccon1)C(=O)CC1C(=O)NCCN1CC1CCCCC1 (centres undefined)	1%	10	?	-0.8	-3	-14%	-6	-4%	13%
CC1=NN(Cc2ccccc2)C(=O)/C1=C\c1ccc(N(C)C)cc1	-16%	0	12%	1.8	1	-2%	-10	4%	5%
O=C(CSC1=NCCS1)Nc1ccc(S(=O)(=O)NC2CCCCC2)cc1	-10%	-12	-20%	-0.7	.	-18%	-32	-30%	5%
Cc1nnc(SCC(=O)N2CCc3ccccc3C2)s1	3%	-8	-7%	-2.6	0	-1%	-1	-3%	-12%
O=C(Nc1ccc(Cl)c(Cl)c1)c1ccncc1	8%	-6	13%	-1.8	-2	-8%	3	-25%	1%
C[C@H]1CN([C@@H](C)CO)C(=O)CCCn2nncc2CO[C@H]1CN(C)C(=O)c1ccc2ccn(C)c2c1	-3%	-17	16%	-3.0	2	-21%	-3	3%	-2%
COc1ccc(C(C(=O)NC2CCCC2)N(CCN(C)C)C(=O)c2snc(C(N)=O)c2N)cc1 (centres undefined)	1%	26	-3%	-1.6	.	0%	7	-3%	-9%

Screens deposited in PubChem by National Center for Advancing Translational Sciences (NCATS).
